# RGS4 act = RGS4 potentiation or activation; HEK293 M3R/inducible RGS4, carbachol calcium flux Fluo4; active compounds read low; B-score at 10 µM; 0.92% of 310,000 active;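 active = B-score of the integrated calcium signal more than 4 SD below the library mean, with starting fluorescence not abnormally high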;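 also: negative B-score means reduced calcium response which marks RGS4 activation or potentiation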
#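 Test system: HEK293 cells with stable M3R and inducible RGS4; also added: carbachol at ECmax as muscarinic agonist stimulus; schedule: dye loading 30 min 37 °C, buffer rest 30 min RT; technique: kinetic calcium fluorescence imaging with Fluo4-AM dye, 2 µM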
# KCNQ1 inh = blocks the human KCNQ1 potassium channel; CHO-K1 KCNQ1, FluxOR thallium flux fluorescence; active compounds read high; B-score at 10 µM; 1.3% of 310,000 active; AID 2642;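 active = compounds whose thallium flux B-score, printed positive for inhibition, exceeds three library SD while starting fluorescence stays within three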;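 also: channel opened by potassium depolarization with thallium stimulus after 20 min compound exposure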
# MrgX1 ag = activates human MrgX1 receptor signaling; Q96LB2; MrgX1-HEK293 cells, Fluo-4 calcium fluorescence, agonist mode; active compounds read high; B-score at 10 µM; 0.44% of 310,000 active;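 active = calcium response B-score plate-corrected fluorescence ratio at least 3 library SD, with starting fluorescence B-score inside 5 SD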
#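 Test system: HEK293 cells stably expressing human MrgX1 receptor; amount: 15,000 cells per well; doses: compound delivered in addition one of three; times: overnight plating before 1 h dye loading; detection: Fluo-4 NW calcium-flux fluorescence, kinetic read; read-out basis: B-scored fluorescence response ratio; controls: positive and negative controls per plate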
# RGS4 block = inhibitors of human RGS4; HEK293 M3R/RGS4 inducible, Fluo-4 calcium flux; active compounds read high; triggered by carbachol at its EC20; B-score at 10 µM; 0.45% of 310,000 active; AID 463165;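 active = B-score, a plate-corrected calcium signal, over three deviations above library mean, with baseline fluorescence within five deviations of library mean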;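 also: RGS4 expression induced by doxycycline in cells with stable M3 receptor; B-score is computed from the integrated fluorescence ratio over baseline after carbachol; higher B-score means a larger calcium signal and so more RGS4 inhibition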
# TMEM16A inh = blocks the mouse calcium-activated chloride channel TMEM16A. AID 588511. normalized B-score (activity score, 25-100; higher = stronger inhibition) at 10 µM. Q8BHY3. HEK293 TMEM16A/YFP iodide influx fluorescence, ionomycin. 1.2% of 310,000 active;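 active = ratio plate-corrected score three or more library SD toward inhibition, starting fluorescence score within five deviations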;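 also: score derived from kinetic fluorescence span divided by baseline fluorescence per well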
# KCNK3 block = human KCNK3 channel inhibition, primary screen; 0.84% of 340,000 active; B-score at 10 µM; CHO-KCNK3 thallium flux, FluxOR fluorescence; active compounds read low; O14649;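 active = B-score under library mean minus 4 SD, starting fluorescence ratio at most library mean plus 5 SD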;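 also: more negative B-score means stronger inhibition of thallium flux through KCNK3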
# hERG rescue = shields human hERG channel from block by proarrhythmic agents; AID 1511; CHO-hERG, FluxOR thallium flux, dofetilide IC70 present; activation (rescue from dofetilide block), less the hit threshold, % at 10 µM; 0.51% of 310,000 active; Q12809;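 active = activation above the mean of controls blocked by dofetilide plus 5 SD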;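 also: thallium influx through hERG after potassium depolarization seen as dye fluorescence rise; in these data hits start at about 4.7%; inactives centre near -7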
# Target sequence (Q12809 whole entry, looked up): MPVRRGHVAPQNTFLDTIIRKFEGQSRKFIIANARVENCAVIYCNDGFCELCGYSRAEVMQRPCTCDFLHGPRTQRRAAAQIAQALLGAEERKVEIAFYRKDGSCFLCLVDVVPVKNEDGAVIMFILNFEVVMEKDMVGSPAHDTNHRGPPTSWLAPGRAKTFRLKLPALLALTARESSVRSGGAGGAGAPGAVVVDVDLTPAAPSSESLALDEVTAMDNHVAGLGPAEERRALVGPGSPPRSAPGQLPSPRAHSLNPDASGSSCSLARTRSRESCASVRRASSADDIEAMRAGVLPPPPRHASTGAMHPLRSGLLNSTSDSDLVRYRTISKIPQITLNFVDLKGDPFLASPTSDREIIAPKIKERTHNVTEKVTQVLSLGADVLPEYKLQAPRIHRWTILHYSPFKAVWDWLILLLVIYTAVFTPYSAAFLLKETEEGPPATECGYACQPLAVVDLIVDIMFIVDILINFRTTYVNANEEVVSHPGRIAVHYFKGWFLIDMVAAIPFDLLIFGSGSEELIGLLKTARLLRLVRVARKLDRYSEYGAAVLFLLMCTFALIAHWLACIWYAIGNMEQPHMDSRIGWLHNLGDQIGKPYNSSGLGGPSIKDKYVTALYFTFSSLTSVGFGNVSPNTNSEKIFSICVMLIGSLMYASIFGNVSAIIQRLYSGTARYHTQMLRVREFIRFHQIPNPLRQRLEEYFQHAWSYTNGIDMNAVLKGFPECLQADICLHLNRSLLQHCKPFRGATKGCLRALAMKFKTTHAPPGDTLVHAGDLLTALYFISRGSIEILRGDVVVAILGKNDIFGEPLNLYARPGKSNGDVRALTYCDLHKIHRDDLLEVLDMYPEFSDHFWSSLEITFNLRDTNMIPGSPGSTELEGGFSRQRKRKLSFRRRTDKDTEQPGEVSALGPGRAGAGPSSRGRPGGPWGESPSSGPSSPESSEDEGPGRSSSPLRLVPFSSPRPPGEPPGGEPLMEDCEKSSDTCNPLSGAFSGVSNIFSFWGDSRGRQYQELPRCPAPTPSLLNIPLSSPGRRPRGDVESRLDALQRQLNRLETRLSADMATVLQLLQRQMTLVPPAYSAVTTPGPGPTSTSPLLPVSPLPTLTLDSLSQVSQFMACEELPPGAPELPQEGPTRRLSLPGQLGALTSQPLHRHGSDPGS
# ANO1 activ = mouse TMEM16A channel activation, primary screen. 0.3% of 340,000 active. B-score at 10 µM. HEK293 TMEM16A/YFP-H148Q/I152L, iodide quench fluorescence; active compounds read low. AID 623877;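 active = fluorescence-ratio B-score plate-corrected deviation score at least 3 library SD below zero, with starting fluorescence score within 5 deviations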;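 also: channel opened by trigger with iodide after compound preincubation; score built on the fluorescence ratio of max minus min over baseline; more negative score means more quench and so TMEM16A activation or potentiation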
# KCNQ1 pot = potentiators or activators of human KCNQ1 potassium channel. P51787. CHO-K1 KCNQ1, thallium flux FluxOR fluorescence; active compounds read high. B-score at 10 µM. 0.35% of 310,000 active. AID 2648;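 active = fluorescence ratio B-score, a plate-corrected score, at least three library SD, with initial intensity B-score within 5 SD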
#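 Assay system: CHO-K1 cells stably expressing KCNQ1. Medium: assay buffer for compound exposure, DMSO matched across wells. Timing: 37 °C overnight plating, 90-min dark dye load, 20-min compound pretreatment. Signal: kinetic FluxOR fluorescence, 10 s baseline plus 110 s post-stimulus.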
# MrgX1 PAM = human MrgX1 positive allosteric modulation, primary screen; Q96LB2; MrgX1-HEK293, Fluo-4 calcium flux, FDSS; active compounds read high; B-score at 10 µM; 0.63% of 310,000 active;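 active = plate-corrected calcium response at least 3 library SD above typical, normal starting fluorescence, not activating the receptor alone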;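 also: compound read alongside a low EC10 to EC30 dose of BAM8-22 agonist; peak minus trough fluorescence over baseline measured at the second addition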
# KCNK9 inh = inhibitors of human KCNK9 two-pore domain potassium channel | Q9NPC2 | HEK293 KCNK9, FluxOR thallium flux fluorescence; active compounds read low | B-score at 10 µM | 1.2% of 310,000 active;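 active = ratio B-score over 3 SD below the library mean, with starting fluorescence within 5 SD of its mean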;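 also: negative B-score means less thallium flux so channel inhibition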
# Starred values were filed as active, the others as inactive; i = inactive; x = no result given.
# Second line of a record – KCNQ1 pot | MrgX1 PAM | KCNQ1 inh | RGS4 block | KCNK9 inh | ANO1 activ | MrgX1 ag | hERG rescue | RGS4 act | KCNK3 block | TMEM16A inh
1: COc1ccccc1N1CCN(C2CCCN(C(=O)c3cc(C4CC4)on3)C2)CC1 (centres undefined)
 : i | i | i | i | i | i | i | -7 | i | i | i
2: CCCCOc1ccc(C(=O)O)cc1
 : i | i | i | i | i | i | i | -4 | i | i | i
3: COc1ccccc1N(CC(=O)NC1CCCCC1)C(=O)c1csnn1
 : i | i | i | i | i | i | i | -1 | i | i | i
4: CCCc1ccc2oc(C(=O)NCCc3nc(C(=O)OCC)cs3)c(C)c2c1
 : i | x | i | i | i | i | x | -6 | i | i | x
5: CCOC(=O)c1c(NC(=S)NNS(=O)(=O)c2ccc(Br)cc2)sc2c1CCCCC2
 : i | i | i | i | i | i | i | -10 | i | i | i
6: COc1ccc(-n2c(=O)/c(=C\c3cccs3)s/c2=C(/C#N)C(=O)N2CCN(C)CC2)cc1
 : i | i | i | i | i | i | i | -13 | i | i | i
7: Cc1ccc(-n2c(=O)[nH]cc(C(=O)N3CCc4ccccc43)c2=O)cc1C
 : i | i | i | i | i | i | i | -5 | i | i | i
8: O=C(NCc1ccco1)C(=O)NCC1OCCN1S(=O)(=O)c1ccccc1 (centres undefined)
 : i | i | i | i | i | i | i | -8 | i | i | i
9: COc1ccc(C(=O)Nc2ccc(N3CCN(C)CC3)cc2)cc1OC
 : i | i | i | i | i | i | i | -4 | i | i | i
10: C/C(N)=C(/C#N)C(=O)COC(=O)CC12CC3CC(CC(C3)C1)C2
 : i | i | i | i | i | i | i | -2 | i | i | i
11: CSc1ccccc1NC(=O)C1CC(c2c(F)cccc2Cl)=NO1 (centres undefined)
 : i | i | i | i | i | i | i | -4 | i | i | i
12: COc1ccccc1N=c1oc2cc(O)ccc2cc1C(=O)NCC1CCCO1 (centres undefined)
 : i | i | i | i | i | i | i | -13 | i | i | i
13: CC1(c2nnc(-c3cccc(Cl)c3)o2)CC(c2ccccc2F)=NO1 (centres undefined)
 : i | i | i | i | i | i | i | -10 | i | i | i
14: O=C(CSc1nc(=O)n2ccccc2n1)NCCc1ccccc1
 : i | i | i | i | i | i | i | -14 | i | i | i
15: O=C(NNc1c2ccccc2nc2ccccc12)C(O)c1ccccc1 (centres undefined)
 : i | i | i | i | i | i | i | -10 | i | i | i
16: CC1CCN(C(=O)NC(=O)c2ccccc2)CC1
 : i | i | i | i | i | i | i | -10 | i | i | i
17: CC(OC(=O)c1cc(Br)ccc1O)C(=O)NC1(C#N)CCCCC1 (centres undefined)
 : i | i | i | i | i | i | i | -13 | i | i | i
18: O=C(CSc1ccc(-c2ccc(Br)cc2)nn1)NCC1CCCO1 (centres undefined)
 : i | i | i | i | i | i | i | -4 | i | i | i
19: COc1ccc(NC(=O)c2cnc(C)cn2)c2ncccc12
 : i | x | i | i | i | x | x | -11 | i | x | x
20: Cc1ccc(C(=O)c2c3ccc(C(F)(F)F)cc3[n+]([O-])n2CCC(N)=O)cc1
 : i | i | i | i | i | i | i | -8 | i | i | i
21: CC(C)(C)c1cc(C(=O)N2CCc3ccccc3C2)ccn1
 : i | i | i | i | i | x | i | -3 | i | i | i
22: CC(=O)Oc1oc(-c2ccccc2)nc1C=Nc1ccc(N(C)C)cc1
 : i | i | i | i | i | i | i | -4 | i | i | i
23: COc1ccc(CC(NC(C)=O)C(=O)NC2CCN(S(=O)(=O)c3cccc4ccccc34)CC2)cc1OC (centres undefined)
 : i | i | i | i | i | i | i | -1 | i | i | i
24: Cc1nn(C)cc1C(=O)Nc1ccccc1Br
 : i | i | i | i | i | i | i | -8 | i | i | i
25: CCC(CC)C(=O)c1c[nH]c(C(=O)NCc2ccccc2)c1
 : i | i | i | i | i | i | i | -12 | i | i | i
26: CCOC(=O)c1cc(C(C)=O)c(=O)n(C)c1N
 : i | i | i | i | i | i | i | -11 | i | i | i
27: Cc1ccc(NC(=O)c2cccc(S(=O)(=O)N3CCc4ccccc4C3)c2)nc1
 : i | i | i | i | i | i | i | -15 | i | i | i
28: O=C(N/N=C/c1cccnc1)c1ccc(NC(=O)C(c2ccccc2)c2ccccc2)cc1
 : i | i | i | i | i | i | i | -9 | i | i | i
29: Cc1cccc(Nc2nc(N)nc(CSc3nccn3C)n2)c1
 : i | i | i | i | i | i | i | -8 | i | i | i
30: COc1ccc(Cl)cc1NC(=O)[C@@]1(CC(=O)O)CC(/C=C/c2ccccc2)=NO1
 : i | i | i | i | i | i | i | -7 | i | i | i
31: Oc1ccccc1-c1n[nH]c(=S)n1Cc1ccco1
 : i | i | i | i | i | i | i | -4 | i | i | i
32: CCOC(=O)C1CCN(C(=O)CCc2nc3sc4c(c3c(=O)[nH]2)CCCC4)CC1
 : i | i | i | i | i | i | i | -11 | i | i | i
33: c1ccc2c(c1)nc1n2CCN1CCN1CCCC1
 : i | i | i | i | i | i | i | -4 | i | i | i
34: COc1ccc(CONc2ncnc3nonc23)cc1[N+](=O)[O-]
 : i | i | i | i | i | i | i | -9 | i | i | i
35: COC(=O)CCC(=O)OC1(C)C(=O)C2=CN(C3CC3)C(c3ccc(OC)cc3)=CC2=C(Br)C1=O (centres undefined)
 : i | i | i | i | i | i | i | -9 | i | i | i
36: Cc1ccc(S(=O)(=O)NCc2cccnc2)c(C)c1
 : i | i | i | i | i | i | i | -2 | i | i | i
37: Cc1ccc(-c2nc(CN3CCCCC3)cc(CN3CCCCC3)c2O)cc1
 : i | i | i | i | i | i | i | -1 | i | i | i
38: Cc1nc(C(F)(F)F)ccc1C(=O)N1CCCCC1
 : i | i | i | i | i | i | i | -1 | i | i | i
39: COc1ccc2c(c1)C(=O)CC(O)(C(F)F)O2 (centres undefined)
 : i | i | i | i | i | i | i | -5 | i | i | i
40: O=C(N/N=C/c1ccc(Cl)c(Cl)c1)c1ccc2nc[nH]c2c1
 : i | i | i | i | i | i | i | -6 | i | i | i
41: COc1ccc(NC(=O)CCNS(=O)(=O)c2cccc3nonc23)cc1Cl
 : i | i | i | i | i | i | i | -6 | i | i | i
42: CCn1c(CSc2ncccn2)nnc1SCC(=O)N1CCCCC1
 : i | i | i | i | i | i | i | -11 | i | i | i
43: CCCNc1ccc(S(=O)(=O)N(C(C)C)C(C)C)cn1
 : i | i | i | i | i | i | i | -4 | i | i | i
44: CC1C(=O)N2CCCc3cc(NC(=O)C(=O)NCCc4ccc(F)cc4)cc1c32 (centres undefined)
 : i | i | i | i | i | i | i | -7 | i | i | i
45: O=C(Nc1nccs1)c1ccc(CSc2nnnn2-c2ccccc2)cc1
 : i | i | i | i | i | i | i | -15 | i | i | i
46: CCCn1c(SCC#N)nc2c(c1=O)C1(CCCC1)Cc1ccccc1-2
 : i | i | i | i | -9.9* | i | i | -4 | i | -10* | i
47: N=c1c(C(=O)NCc2ccc(F)cc2)cc2c(=O)n3ccccc3nc2n1CCCN1CCOCC1
 : x | i | x | x | x | i | i | x | x | i | i
48: Cc1ccc(NC(=O)c2ccc3nc[nH]c3c2)nc1
 : i | i | i | i | i | i | i | -7 | i | i | i
49: Cc1ccc(C(=O)CCC(=O)Nc2ncccc2O)cc1
 : i | i | i | i | i | i | i | -16 | i | i | i
50: COc1ccc(Nc2nc(NCc3ccco3)nc(N)c2[N+](=O)[O-])cc1
 : i | i | i | i | -7.8* | i | i | -10 | i | i | i
51: O=C(N/N=C/c1ccco1)c1ccc(Br)o1
 : i | i | i | i | i | i | i | -1 | i | i | i
52: CCOC(=O)N1CCC(=NNc2nc3ccccc3s2)CC1
 : i | i | i | i | i | i | i | -7 | i | i | i
53: O=c1oc2ccccc2cc1NCc1ccccc1O
 : i | i | i | i | i | i | i | -5 | i | i | i
54: CSC1=N/C(=C\c2ccc(C)o2)C(=O)S1
 : i | i | i | i | i | i | i | -4 | i | i | i
55: COc1ccc(/C=N/NC(=O)c2cccc([N+](=O)[O-])c2)cc1OC
 : i | i | i | i | i | i | i | -9 | i | i | i
56: C=CCn1c(=N)n(CC(=O)c2ccc(Br)s2)c2ccccc21
 : i | i | i | i | i | i | i | -13 | i | i | i
57: Cc1c(Cl)ccc(S(=O)(=O)Nc2cccnc2)c1Cl
 : i | i | i | i | i | i | i | -1 | i | i | i
58: CCc1ccc(NC(=O)CS(=O)CC(=O)N2CCN(c3ccccc3F)CC2)cc1 (centres undefined)
 : i | i | i | i | i | i | i | -5 | i | i | i
59: O=C(Nc1ccccc1N1CCCC1)C1CC(=O)N(Cc2ccccc2)C1 (centres undefined)
 : i | i | i | i | i | i | i | -5 | i | i | i
60: Cc1cccc(-c2nc(CN3CCCC(C(=O)NC4CCCCC4)C3)c(C)o2)c1 (centres undefined)
 : i | i | i | i | i | i | i | -19 | i | i | 25*

# (continued)
# Second line of a record – KCNQ1 pot | MrgX1 PAM | KCNQ1 inh | RGS4 block | KCNK9 inh | ANO1 activ | MrgX1 ag | hERG rescue | RGS4 act | KCNK3 block | TMEM16A inh
61: O=C(CSc1ncccc1C(=O)O)c1cccc(C(F)(F)F)c1
 : i | i | i | i | i | i | i | -10 | i | i | i
62: COc1ccc(NC(=O)C2CCCN2C(=O)OCc2ccccc2)cc1 (centres undefined)
 : i | i | i | i | i | i | i | -6 | i | i | i
63: COc1ccc(CNC(=O)C(c2cccc(C)c2)N(C(=O)c2csnn2)C2CC2)cc1 (centres undefined)
 : i | i | i | i | i | i | i | -8 | i | i | i
64: CC(C)CCNC(=O)C(c1ccc(O)cc1)N(Cc1ccco1)C(=O)CCC(=O)Nc1nccs1 (centres undefined)
 : i | i | i | i | i | i | i | -13 | i | i | i
65: Cc1ccc(N2CC(c3nc4ccccc4[nH]3)CC2=O)c(C)c1 (centres undefined)
 : i | i | i | i | i | i | i | -10 | i | i | i
66: COc1ccc(OCCC(=O)NCC23CC4CC(CC(C4)C2)C3)cc1
 : i | 8.9* | i | i | i | i | i | -14 | i | i | i
67: O=C(Nc1nnc(S(=O)(=O)N2CCOCC2)s1)c1cccc(Br)c1
 : i | i | i | i | i | i | i | -6 | i | i | i
68: CC1=NC(C(F)(F)F)(C(F)(F)F)C(C#N)=C(C)N1
 : i | i | i | i | i | i | i | -4 | i | i | i
69: Cc1ccc(-c2cn3c(=O)cc(C)[nH]c3n2)cc1
 : i | i | i | i | i | i | i | -12 | i | i | i

# Hits appear at their usual frequency; any-hit rate near 6.3%.
